# Cneo AK release: Cryptococcus neoformans cell lysis inducers, primary screen, AK release luminescence, single concentration. AID 651654, 2012. C. neoformans lysis, adenylate kinase release luminescence, 4 h; normalised: neutral wells 0, clomiphene wells 100. lysis activity, % at 15 µM. actives 0.2% (n = 360,000);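 active = mean lysis activity across replicates of at least 80%, whatever share of replicates individually reach that level; inactive = mean lysis activity below 80%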
#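 Assay system: Cryptococcus neoformans yeast cells / Dosing: single-point compound dose / Timing: 4 h at 37 °C static, read 1 h later / Measured by: luminescence of released adenylate kinase using an AK detection reagent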
# miR-122 sensor: miR-122 Renilla sensor signal increase in Huh7, primary screen, miR-122 inhibitor project, cell-based, single point, plate reader; Huh7 miR-122 Renilla luciferase sensor, 48 h; neutral wells = 0, positive control = 100; activation (reporter increase), % at 12.5 µM; actives 0.3% (n = 340,000);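 active = mean replicate activation score at least 90 and every replicate individually at or above 90; inconclusive = only one of the two criteria met; inactive = neither criterion met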;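 also: higher luciferase means less miR-122 activity so hits act as miR-122 inhibitors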
# PGC1a acetyl inh: inhibitors of PGC1a acetylation signal, primary screen, cell-based, U2OS, AlphaScreen, inhibitor mode; AID 651687, 2012; AlphaScreen anti-acetyl-lysine; with virally co-expressed GCN5 acetyltransferase; inhibition, % at 15.6 µM; actives 0.17% (n = 350,000);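 active = every replicate shows inhibition of at least 40%; inconclusive = mean inhibition at least 40% but some replicate below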;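 also: 0% = neutral control wells and 100% = positive control wells; some results beyond the cut were filed as inactive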
# Casp6 inh: human caspase-6 inhibitors, primary screen, biochemical, VEID-R110 fluorescence, single point, set 2. P55212. purified caspase-6, Z-VEID-R110 cleavage fluorescence. inhibition, % at 12.5 µM. actives 0.53% (n = 350,000);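 active = mean inhibition across replicates at least about 35%, with every replicate also reaching that limit, limit read from the data; inconclusive = only one of the two criteria met; inactive = neither criterion met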;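 also: 0% = median of neutral control wells and 100% = no fluorescence left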
# Target sequence (P55212 24-179 limits assumed): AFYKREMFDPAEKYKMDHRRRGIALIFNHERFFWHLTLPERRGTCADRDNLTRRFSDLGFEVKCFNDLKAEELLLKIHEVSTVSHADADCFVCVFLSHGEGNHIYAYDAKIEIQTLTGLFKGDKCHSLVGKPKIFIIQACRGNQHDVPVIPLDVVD
# Target sequence (P55212 194-293 limits assumed): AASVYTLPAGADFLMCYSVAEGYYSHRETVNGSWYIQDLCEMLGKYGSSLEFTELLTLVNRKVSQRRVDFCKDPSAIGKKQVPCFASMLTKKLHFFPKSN
# LGR2 antag: inhibitors of bursicon-induced LGR2 CRE-luciferase signal, primary screen, cell-based, HEK293, CRE-luciferase reporter, bursicon stimulation | Drosophila bursicon receptor LGR2 (rickets) | bursicon-stimulated, 4 h | inhibition, % at 9.99 µM | actives 0.35% (n = 380,000);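 active = drop in luminescence signal, shown as inhibition above about 50% in the replicate tests, limit read from the data, passing the limit was not always enough; inconclusive = probably only some replicates passing the limit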;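 also: agonist challenge used bursicon conditioned medium at about half maximal strength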
# PAX8 inh HTS: inhibitors of PAX8-driven TPO luciferase reporter, primary screen, RMG-I cells, single concentration; SteadyGlo, 24 h; inhibition, % at 12.6 µM; actives 1.2% (n = 360,000);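 active = mean replicate inhibition at least 60% with every replicate also reaching 60%; inconclusive = only one of the two criteria is met; inactive = mean below 60% and not all replicates reaching 60%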;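 also: luciferase light reporting Pax8 driven TPO promoter activity; plate controls were median of neutral control wells for no effect and mitoxantrone controls for full effect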
# FN deposit inh: inhibitors of fibronectin matrix deposition, primary screen, AH1F cells, Alexa488-fibronectin fluorescence, plate reader; AH1F fibroblasts, overnight; inhibition, % at 12.6 µM; actives 0.086% (n = 350,000); AID 743247, 2014;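 active = mean inhibition across replicates of 30% or more, regardless of how many single replicates reach that level; inconclusive = mean under 30% yet at least half of replicates reach 30%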;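 also: positive control wells lacked labelled fibronectin entirely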
#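 Test system: AH1F fibroblast monolayer depositing Alexa488-labelled fibronectin into matrix. Input: 10000 cells per well. Technique: fluorescence, ex 485 nm, em 525 nm. Buffer or medium: DMEM plus 2% serum, read in PBS. Timing: 1 h cell adhesion before compound, then overnight fibronectin incubation. Compound: single dose, pinned. Read-out basis: inhibition from reduced deposited-fibronectin fluorescence.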
# EWS-Fli inh: EWS/Fli-driven NR0B1 reporter inhibitors, primary screen, A673 cells, NR0B1 luciferase, luminescence, MLPCN library | viability-normalised | inhibition, % at 12.6 µM | actives 0.67% (n = 350,000) | AID 651661, 2012;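 active = mean inhibition of at least 50% after viability correction, with every replicate also passing that limit; inconclusive = mean reaches 50% but only one of two replicates passes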;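 also: firefly luciferase signal divided by Alamar Blue viability fluorescence both relative to DMSO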
# * hit, by the source's call; u = inconclusive; x = no result given; & = joins results of further samples; [ ] = remark or other dose. No enrichment for hits; 2.5% or so of the library scored in one or more.
SMILES,Cneo AK release,miR-122 sensor,PGC1a acetyl inh,Casp6 inh,LGR2 antag,PAX8 inh HTS,FN deposit inh,EWS-Fli inh
Cc1ccc(S(=O)(=O)/N=C/c2ccc(N(C)C)cc2)cc1,-6,13,x,x,21,11,x,x
COc1n[nH]c(C(=O)Nc2nc3ccccc3s2)c1[N+](=O)[O-],x,x,x,0,x,-73,-10,-22
COc1nc(C)cc(C)c1S(=O)(=O)c1ccc(Cl)cc1,-2,7,-14,-7,9,2,-2,0
N#Cc1cccc(-c2ccc([C@H]3[C@@H](CO)N4CCCCN(C(=O)Nc5ccc(F)cc5)C[C@@H]34)cc2)c1,-2,-25[16.7 µM],-2,-1,9,26,x,15
COc1ccc(CN(C)C[C@H]2OCCCC[C@H](C)Oc3ccc(NS(=O)(=O)c4ccc(F)cc4)cc3C(=O)N([C@@H](C)CO)C[C@@H]2C)cc1,-2,-1[16.7 µM],15,-3,-13,-16,-9,7
COc1ccc(N2CCN(S(=O)(=O)c3cc4c5c(c3)C(C)C(=O)N5CCC4)CC2)cc1 (stereo unspecified),0,4,x,-1,11,-3,-3,1
CCCC(=O)Nc1ccc2c(c1)OC[C@@H](C)N(C(=O)Cc1cccnc1)C[C@@H](C)[C@H](OC)CN(C)C2=O,-3,0[16.7 µM],0,-2,5,x,1,0
C[C@@H]1CCCCO[C@H](CN(C)S(=O)(=O)c2ccc(F)cc2)[C@H](C)CN([C@@H](C)CO)C(=O)c2cc(NS(=O)(=O)c3cccs3)ccc2O1,-2,-2[16.7 µM],-23,0,10,15,x,-1
O=C(NC1CCCCC1)N[C@@H]1CC[C@H](CCNS(=O)(=O)c2ccc(F)cc2)O[C@@H]1CO,-1,x,-7,3,-8,-7,x,3
Cc1ccc(C(=O)Nc2nnc(COCCO)s2)cc1,0,2,6,0,7,-27,0,-28
CC(C)Oc1ccc(C(CCNCc2ccc(O)cc2)c2ccccc2)cc1 (stereo unspecified),1,-1,11,-1,-6,25,3,u
CC(C)CCN1CCC(n2nccc2NC(=O)C2CCOC2)CC1 (stereo unspecified),-2,2,-13,-10,4,-14,1,x
Cc1ccc(NC(=O)CS(=O)CC(=O)Nc2cccc(C)c2C)cc1F (stereo unspecified),0,-5,0,x,x,x,3,x
CCn1c(=O)c(C(=O)NNC(=O)c2ccc(Cl)cc2Cl)c(O)c2ccccc21,-3,-6,-14,0,7,-4,-5,5
Cc1noc(C)c1NC(=O)N(C)C[C@H]1Oc2ccc(NC(=O)CCN3CCOCC3)cc2C(=O)N([C@@H](C)CO)C[C@@H]1C,1,-5[16.7 µM],-2,-2,3,x,x,3
CC(=O)c1ccc(OCc2cc(C(=O)NCC3CCCCO3)no2)cc1 (stereo unspecified),x,x,x,-4,-16,-27,-4,x
CN1C(=O)c2cc(NC(=O)Cc3ccccc3)ccc2OC[C@@H]2O[C@@H](CC(=O)NCc3ccc(Cl)cc3)CC[C@@H]21,-3,233*[16.7 µM],6,x,0,36,23,2
O=C(Nc1ccc(OCCO)cc1)c1csc([C@@H]2O[C@H](CO)[C@H](O)[C@H](O)[C@H]2O)n1,-1,-4,6,3,0,-11,-8,-10
COc1ccc(COC[B-](F)(F)F)cc1,3,-6,-7,-1,-18,-10,9,-2
O=C(Cc1ccccc1)N[C@H]1CC[C@H](CC(=O)N2CCOCC2)O[C@H]1CO,57,x,2,-2,-5,-6,7,5
CNC(=O)Oc1ccc2c(c1)[C@]1(C)CCN(C)[C@@H]1N2C,-2&3,-9&-1,7&-4,x,2&-10,-18&6,-4&-2,-24&-11
COc1cc(CC(=O)NCCCc2ccccc2)cc(OC)c1OC,-2,x,x,-4,17,8,2,6
COCCNC(=O)C[C@H]1CC[C@@H]2[C@@H](COc3ccc(NC(=O)C4CCCC4)cc3C(=O)N2C)O1,-3,3[16.7 µM],7,3,-17,-11,-11,-5
COc1ccccc1C(=O)Nc1ccc2c3c(cccc13)CC2,2,-3,-5,1,x,-103,6,-87
CCN(CC(=O)Nc1c(F)cccc1F)C(=O)c1cc2c(cc1Cl)N1CCCCCC1=NS2(=O)=O,x,x,x,-3,21,-21,-1,-5
CCOC(=O)C1CCCN(C(=O)c2cc(OC)ccc2Br)CC1 (stereo unspecified),-1,-8,x,4,1,-4,-3,-3
C[C@@H]1CCCCO[C@@H](CN(C)C(=O)c2ccccc2)[C@H](C)CN([C@H](C)CO)C(=O)c2cc(NC(=O)Nc3ccc(C(F)(F)F)cc3)ccc2O1,-1,-16[16.7 µM],-8,-2,4,102*,x,6
O=c1c(O)c(-c2cccs2)oc2ccc(Cl)cc12,-3,-3,-2,-1,-16,x,x,-1
COc1ccc(-c2nnc(SCC(=O)c3ccc[nH]3)n2-c2ccccc2)cc1,0,0,x,x,-63,-55,3,x
C[C@@H]1CN([C@@H](C)CO)C(=O)Cc2cc(NS(=O)(=O)c3ccccc3)ccc2O[C@@H]1CN(C)C(=O)NC1CCCCC1,-2,-3[16.7 µM],-18,1,-3,-14,x,23
CCC(c1nnnn1C1CCCC1)N1CCN(c2ccccc2F)CC1 (stereo unspecified),5,6,5,x,-5,x,x,x
O=C(C[C@H]1CC[C@@H]2[C@H](COC[C@H](O)CN2C(=O)c2ccc(F)cc2)O1)NCCCN1CCOCC1,1,2[16.7 µM],-8,2,7,8,-7,1
Cn1c(=O)c2c(nc(Oc3ccc4c(c3)OCO4)n2Cc2ccc(Cl)cc2)n(C)c1=O,1,-4,4,x,-11,x,x,x
C/C=C/c1cnc2c(c1)C(=O)N([C@H](C)CO)C[C@@H](C)[C@@H](CN(C)C(=O)Cc1cccnc1)O2,-1,10[16.7 µM],6,1,12,0,x,7
COc1ccc(C#Cc2ccc3c(c2)[C@H]2[C@H](CCN2C(=O)c2ccccc2F)[C@H](CO)N3C)cc1,-13,28[16.7 µM],-1,x,-3,-33,16,0
C[C@@H]1CN([C@@H](C)CO)C(=O)c2cc(Br)cnc2O[C@@H]1CN(C)C(=O)CN1CCOCC1,-10,2[16.7 µM],1,-3,3,x,-1,-10
C=C(C)C1CCC(C)=C1COC(=O)Nc1ccccc1 (stereo unspecified),-2,-5,-19,x,-2,x,x,x
COc1ccccc1CNC(=O)/C=C/C(=O)O,5,x,-2,-6,14,8,5,-9
Cc1cccc(C(C(=O)NCc2ccc(F)cc2)N(C(=O)c2csnn2)C2CC2)c1 (stereo unspecified),-8,4,x,1,-10,-8,0,x
C[C@@H]1CN([C@@H](C)CO)C(=O)c2cc(NC(=O)Cc3cn(C)c4ccccc34)ccc2O[C@H]1CN(C)Cc1ccncc1,56,3[16.7 µM],12,3,11,19,x,x
CNC[C@H]1Oc2ccc(NC(=O)Cc3cn(C)c4ccccc34)cc2C(=O)N([C@H](C)CO)C[C@H]1C,0,2[16.7 µM],9,-3,24,2,x,-4
O=C(CC12CC3CC(CC(C3)C1)C2)NCC(=O)N1CCc2ccccc2C1,-2,-6,-15,x,x,1,0,x
Cn1c(SCC(=O)Nc2ccc3[nH]c(=O)[nH]c3c2)nnc1-c1ccc(F)cc1,x,x,-5,0,13,10,3,-2
COc1ccc(NC(=O)C(=O)c2cn(CC(=O)N3CCCC3)c3ccccc23)c(OC)c1,2,x,x,-2,-10,-12,x,-2
C[C@@H]1CCCCO[C@@H](CN(C)S(=O)(=O)c2cn(C)cn2)[C@@H](C)CN([C@@H](C)CO)C(=O)c2cc(NC(=O)Nc3cccc4ccccc34)ccc2O1,-1,5[16.7 µM],12,1,4,2,x,1
C[C@@H]1CCCCO[C@H](CN(C)C(=O)Nc2ccc(C(F)(F)F)cc2)[C@H](C)CN([C@H](C)CO)C(=O)c2cc(NC(=O)Nc3ccccc3)ccc2O1,1,-1[16.7 µM],-6,2,6,1,-5,-9
COc1cccc(-c2ccc([C@@H]3[C@@H](CO)N4C(=O)CN(C(=O)C5CCOCC5)C[C@@H]34)cc2)c1,x,x,-11,-2,4,-5,x,1
Cc1nc2nc(SCC(=O)N3CCOCC3)nn2c(C)c1Cc1c(F)cccc1Cl,1,-2,-7,x,x,8,5,x
CN1CCN(C(=O)c2cnn(-c3ccccc3)c2NC(=O)c2ccc([N+](=O)[O-])cc2)CC1,-1,x,x,-1,10,5,3,3
CCC(C)NC(=O)CC1Oc2ccc(C)cc2NC1=O (stereo unspecified),0,-9,-6,-2,4,-3,5,3
# Other structures follow:
SMILES,Cneo AK release,miR-122 sensor,PGC1a acetyl inh,Casp6 inh,LGR2 antag,PAX8 inh HTS,FN deposit inh,EWS-Fli inh
O=C(C[C@@H]1CC[C@@H](NC(=O)C2CC2)[C@H](CO)O1)NCc1ccccc1Cl,-3,x,1,2,-12,1,-2,-2
C=CCn1c(SCC(=O)c2ccc(O)c(O)c2)nnc1-c1ccc(OC)cc1,0,-7,-10,4,4,2,1,36
CC(=O)Nc1cccc(OCCCNC(=O)C2CCC2)c1,15,0,-3,0,14,8,-12,-7
O=C(NN=C1CCC(=NNC(=O)c2cccnc2)CC1)c1cccnc1,x,1,-3,-1,29,4,5,-6

# In the list so far, these contain a Cl atom.
SMILES,Cneo AK release,miR-122 sensor,PGC1a acetyl inh,Casp6 inh,LGR2 antag,PAX8 inh HTS,FN deposit inh,EWS-Fli inh
COc1nc(C)cc(C)c1S(=O)(=O)c1ccc(Cl)cc1,-2,7,-14,-7,9,2,-2,0
CCn1c(=O)c(C(=O)NNC(=O)c2ccc(Cl)cc2Cl)c(O)c2ccccc21,-3,-6,-14,0,7,-4,-5,5
CN1C(=O)c2cc(NC(=O)Cc3ccccc3)ccc2OC[C@@H]2O[C@@H](CC(=O)NCc3ccc(Cl)cc3)CC[C@@H]21,-3,233*[16.7 µM],6,x,0,36,23,2
CCN(CC(=O)Nc1c(F)cccc1F)C(=O)c1cc2c(cc1Cl)N1CCCCCC1=NS2(=O)=O,x,x,x,-3,21,-21,-1,-5
O=c1c(O)c(-c2cccs2)oc2ccc(Cl)cc12,-3,-3,-2,-1,-16,x,x,-1
Cn1c(=O)c2c(nc(Oc3ccc4c(c3)OCO4)n2Cc2ccc(Cl)cc2)n(C)c1=O,1,-4,4,x,-11,x,x,x
Cc1nc2nc(SCC(=O)N3CCOCC3)nn2c(C)c1Cc1c(F)cccc1Cl,1,-2,-7,x,x,8,5,x
O=C(C[C@@H]1CC[C@@H](NC(=O)C2CC2)[C@H](CO)O1)NCc1ccccc1Cl,-3,x,1,2,-12,1,-2,-2

# High-throughput results from PubChem BioAssay.
